Dynein cargo inh: inhibitors of GR-EGFP nuclear translocation, primary screen, dynein cargo transport inhibitor project, imaging, high-content, 3617.4 mouse cells. 220,000 tested, 0.47% active. z-score, hits read low. test concentration mostly 20 µM; stimulated with dexamethasone, 1 µM; stronger effect = lower value;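 active means plate z-score of nuclear minus cytoplasmic receptor signal below a set negative limit, without overly bright fluorescence or cell loss, cut at about -3.5 in these data, passing the limit was not always enough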;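 further: z-score of nuclear minus cytoplasmic ring GR-EGFP intensity difference per well; some compounds called inactive have numbers as strong as hits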
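medium = tetracycline-free induction medium containing charcoal-stripped FBS | probe or stimulus = dexamethasone, 1.0 µM final | timing = 48 h induction, then 1 h compound, then 30 min agonist, 37 °C | detection = automated 10x imaging of fixed Hoechst-stained cells | read-out basis = nuclear versus cytoplasmic GR-EGFP signal, averaged per well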
KOR beta-arrestin-1: KOR agonists, beta-arrestin recruitment, primary screen, cell-based, luminescence, uHTS (AID 1777); activation, % at 10 µM; hits with a dose series show EC50 in µM; KOR beta-arrestin recruitment, luminescence; higher % means a stronger effect; 280,000 tested, 0.02% active; in the data active means activation above about 50%, passing the limit was not always enough; further: a part of the inactive calls stands beside numbers as strong as those of hits
GPR55 beta-arrestin: GPR55 agonists via beta-arrestin recruitment, primary screen, imaging, U2OS cells, beta-arrestin-GFP redistribution (AID 1961) | G-protein coupled receptor 55 (Homo sapiens) | U2OS GPR55 beta-arrestin-GFP redistribution imaging; higher % means a stronger effect | activation, % at 10 µM, or EC50 in µM where a hit was titrated | 290,000 tested, 0.048% active;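 active means activation above 40% with more than 50 cells counted in the well; inconclusive means wells holding fewer than 50 cells, flagged as toxic or sparse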;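 further: U2OS osteosarcoma cells stably expressing GPR55 and beta-arrestin-GFP; plate controls were DMSO negative control for no effect and LPI positive control for full effect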
P. falciparum M17LAP: P. falciparum M17LAP inhibitors, primary screen, biochemical, fluorogenic H-Leu-NHMec substrate, 1536-well (AID 1619); Leucine aminopeptidase (Plasmodium falciparum (isolate 3D7)); recombinant M17LAP, H-Leu-NHMec fluorogenic kinetic assay; higher % means a stronger effect; inhibition, % at 30 µM, or IC50 in µM where a hit was titrated; 220,000 tested, 0.38% active;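 active means compound inhibiting the enzyme by more than half at any dose during confirmatory dose-response retesting; inconclusive means strong single-dose inhibitors picked by rank but not retested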;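 further: plate controls were full reaction with DMSO carrier for no effect and no enzyme background for full effect; strong numbers were not always called active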
AID2073: inhibitors of Mint1-CaV2.2 protein interaction, biochemical, HTRF (AID 2073); 290,000 tested, 0.19% active; HTRF protein-protein interaction, Mint1-CaV2.2; higher % means a stronger effect; inhibition, % at 20 µM, or IC50 in µM where a hit was titrated; in the data active means inhibition mostly above about 51%, no sharp cut-off; inconclusive means no clear call, values can overlap the other calls; inactive means mostly below about 53%; further: some results filed as inactive read as strong as hits
NOD1 NF-kB reporter: NOD1 signaling inhibitors, primary screen, cell-based, luminescence, uHTS (AID 1578). 290,000 tested, 1% active. NOD1-driven NF-kB luciferase reporter cells, luminescence; higher % means a stronger effect. one-dose inhibition, % at 4 µM; EC50 in µM for titrated hits; in the data active means inhibition mostly above about 36%, no sharp cut-off; inactive means mostly below about 34%;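 further: HEK-293T reporter cells stimulated with the NOD1 agonist gamma-tri-DAP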
M1AAP inhibition: P. falciparum M1AAP inhibitors, biochemical, fluorogenic H-Leu-NHMec substrate, 1536-well (AID 1445); Aminopeptidase N (Plasmodium falciparum (isolate 3D7)); recombinant M1AAP, H-Leu-NHMec fluorogenic kinetic assay; higher % means a stronger effect; one-dose inhibition, % at 30 µM; IC50 in µM for titrated hits; 220,000 tested, 0.42% active;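 active means primary inhibition above the hit cutoff, then over 50% inhibition at one or more dose response concentrations, cut at about 23% in these data, passing the limit was not always enough; inconclusive means conflicting primary data, or primary hits not chosen for dose response; inactive means low primary inhibition, or under 50% at every dose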;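 further: plate controls were DMSO full reaction for no effect and no enzyme background for full effect; strong numbers were not always called active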
HEK293 NOD2/NF-kB: NOD2 signaling inhibitors, cell-based, luminescence, uHTS, HEK293 (AID 1566); one-dose inhibition, % at 4 µM; EC50 in µM for titrated hits; 290,000 tested, 0.63% active; HEK293 NOD2/NF-kB luciferase reporter, luminescence; higher % means a stronger effect; further: many of its hits are not listed in these tables
KOR beta-arrestin-2: KOR antagonists, beta-arrestin recruitment, cell-based, luminescence, uHTS (AID 1778). Kappa-type opioid receptor (Homo sapiens). KOR beta-arrestin recruitment, luminescence, antagonist mode; higher % means a stronger effect. inhibition, % at 10 µM; hits with a dose series show IC50 in µM. 290,000 tested, 0.091% active; further: strong numbers were not always called active
Dynein cargo inh cytoplasmic EGFP: recorded beside Dynein cargo inh, whose call it bears; z-score; measured here: cytoplasmic GR-EGFP intensity; stronger effect = higher value
Dynein cargo inh nuclear GR-EGFP: also measured in Dynein cargo inh; calls as there; z-score; measured here: nuclear GR-EGFP intensity;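 lower value marks the stronger effect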
Dynein cargo inh cell count: further read-out of Dynein cargo inh, marked with its call; z-score; measured here: cell count per field
Starred values were filed as active, the others as inactive; ? = inconclusive; . = no result given; [ ] = dose if it differs, or a comment. Unless noted, no stated cut-off is given here; in the data, active means inhibition above about 50%; inactive means the rest.

SMILES	Dynein cargo inh	Dynein cargo inh cytoplasmic EGFP	Dynein cargo inh nuclear GR-EGFP	Dynein cargo inh cell count	KOR beta-arrestin-1	GPR55 beta-arrestin	P. falciparum M17LAP	AID2073	NOD1 NF-kB reporter	M1AAP inhibition	HEK293 NOD2/NF-kB	KOR beta-arrestin-2
COc1ccc(N2C(=O)CS/C2=N\C(=S)Nc2ccccc2)cc1	0.23	-0.19	-0.14	0.66	2.5%	-0.2%	3%	-34%	5%	6%	-12%	-8%
CCOC(=O)Cc1csc(NC(=O)COc2ccc3c(c2)CCC3)n1	.	.	.	.	-5.5%	0.0%	.	1%	-12%	.	12%	11%
CNc1c(NS(=O)(=O)c2ccc3c(c2)CCCC3)c(=O)oc2ccccc12	.	.	.	.	-0.5%	0.3%	.	18%	-1%	.	6%	-35%
COc1ccc2c(c1)c(CC(=O)Nc1ccccc1OC)c(C)n2C(=O)c1ccc(Cl)cc1	-0.058	-0.25	-0.013	0.18	-4.3%	-0.1%	3%	12%	2%	-2%	6%	14%
CCOc1cc(/C=N\NC(N)=O)cc(Br)c1OC(C)C	1.9	-0.099	1.1	-0.9	-2.1%	0.2%	6%	11%	-12%	1%	15%	-10%
CCc1ccc(N(C(=O)CNC(=O)c2ccco2)C(C(=O)NC2CCCC2)c2ccncc2)cc1 (centres undefined)	.	.	.	.	-7.1%	0.6%	.	-5%	-24%	.	-1%	-17%
O=C(Nc1ccccc1Cl)c1sccc1-c1ccccc1	.	.	.	.	-5.2%	-0.2%	.	6%	-37%	.	15%	10%
N#Cc1c(NC(=O)/C=C/c2ccco2)sc2c1CCCC2	-0.62	-0.18	-0.51	0.11	-2.9%	-0.1%	-8%	24%	-40%	0%	-56%	-109%
Cc1nc2ccsc2c(=O)n1-c1ccc(Cl)cc1	-0.68	-0.3	-0.49	0.25	1.7%	-0.1%	12%	11%	-21%	2%	-5%	-25%
CCOC(=O)C(=N/O)/C(C)=N/NC(C)=O	-0.019	-0.3	0.074	0.32	4.0%	0.1%	7%	8%	-29%	-3%	-5%	-16%
COc1cc2[nH]c3c(=O)n(CCN(C(C)C)C(C)C)cnc3c2cc1OC	0.32	-0.13	0.098	-0.033	-12%	-0.1%	-15%	5%	-33%	3%	4%	-15%
O=C(CSc1nc(-c2cccs2)cc(C(F)(F)F)n1)NCCCn1ccnc1	-0.77	-0.22	-0.66	0.044	7.5%	-0.2%	32%	3%	-22%	10%	10%	18%
CC1CN(C(=O)CCC(=O)NCc2ccccc2)c2ccccc2S1 (centres undefined)	.	.	.	.	4.7%	0.0%	.	-5%	-16%	.	-1%	5%[20 µM]
Cn1c(=S)n(/N=C/c2cccs2)c2ccccc21	0.1	-0.22	0.55	-0.63	5.6%	-0.1%	2%	-23%	6%	-6%	-9%	3%
COc1cc(CCC(C)NCc2ccccc2)ccc1O (centres undefined)	.	.	.	.	-19%	-0.1%	.	-4%	1%	.	9%	14%
COc1cccc(/C=N/NC(=O)c2cccc3ccccc23)c1	.	.	.	.	-3.0%	-0.1%	.	9%	-10%	.	12%	10%
N#Cc1ccc(OCC(O)CN2CCN(C(c3ccccc3)c3ccccc3)CC2)cc1 (centres undefined)	.	.	.	.	0.1%	-0.2%	.	10%	-29%	.	-11%	-34%
Nc1nc(SCc2nc3sc4c(c3c(=O)[nH]2)CCCC4)n[nH]1	0.075	-0.23	-0.33	-0.14	6.3%	-0.3%	35%	10%	-26%	7%	8%	3%
COc1ccc(C(C)=O)cc1COC(=O)c1ccc(OCc2c(C)noc2C)cc1	-0.3	-0.32	0.0066	0.32	46%	-0.6%	-4%	2%	-122%	-3%	10%	-21%
CCCc1cc2c(cc1NC(=O)c1ccccc1Cl)OCO2	0.18	-0.22	0.73	0.46	-2.0%	0.0%	-2%	-6%	-24%	0%	11%	-13%
Cc1ccc2cc(C)c3nnc(SCC(=O)c4cccs4)n3c2c1C	0.46	-0.26	0.57	0.0079	-2.4%	-0.3%	4%	-6%	-22%	4%	6%	-3%
CCOP(=O)(OCC)c1nc(-c2ccc(C)cc2)oc1NCc1ccccc1	-1.7	-0.25	-0.62	1.6	-1.2%	-0.2%	4%	11%	-8%	5%	7%	-6%
COc1cc(/C=C2\C(=N)N3N=C(S(C)(=O)=O)SC3=NC2=O)cc(OC)c1OCCOc1ccccc1C	.	.	.	.	1.4%	0.0%	.	8%	-5%	.	26%	-15%
CCCCCC(=O)Cc1cc(O)cc2c1C(=O)Oc1cc(O)c(C(=O)O)c(CCCCC)c1O2	0.094	-0.64	0.55	-0.78	-0.5%	1.2%	28%	14%	-9%	?	6%	-25%
Cc1ccc(N2C(=O)c3ccccc3NC2(C(=O)O)c2ccccc2)cc1Cl (centres undefined)	.	.	.	.	-5.7%	0.0%	.	-2%	7%	.	10%	14%
Cc1ccc(Cc2c(C)nc3nc(SCC(=O)NCCCN4CCOCC4)nn3c2C)cc1	-0.32	-0.12	-0.25	0.2	-4.3%	0.1%	-1%	0%	-19%	-2%	14%	25%
CCOc1ccc(Cl)cc1CNCCNCCO	-1.7	-0.16	-0.27	0.18	0.7%	-0.1%	-5%	-3%	-27%	0%	11%	-37%
COCCOC(=O)C1=C(C)NC(=O)NC1c1cccc(F)c1 (centres undefined)	.	.	.	.	11%	-0.2%	.	12%	-12%	.	1%	-6%
CC(=O)Nc1ccccc1NC(=O)c1ccccc1	0.59	-0.28	0.55	0.53	-4.5%	-0.1%	-3%	-7%	-4%	4%	9%	0%[20 µM]
CNc1ccccc(-c2ccc3ccccc3n2)c1=O	2.2	0.12	1.5	-1.7	-1.7%	0.1%	16%	5%	-36%	12%	3%	-10%
CSc1ncccc1C(=O)Nc1nc2ccc(Oc3ccccc3)cc2s1	1	-0.21	0.75	-1.5	0.2%	-0.3%	-2%	42%	1%	3%	14%	-13%
COc1cccc(OCCCCN2CCCCC2)c1	-0.37	-0.22	-0.011	-0.6	-2.1%	0.2%	12%	6%	-6%	3%	-3%	24%
Cc1nn(CC(=O)Nc2cccc(S(N)(=O)=O)c2)c(C)c1[N+](=O)[O-]	0.91	-0.16	0.057	-0.73	0.4%	0.5%	-3%	-4%	6%	-2%	-20%	17%
COc1cccc(-c2nc3ccc(C(=O)NC(C)Cc4cccnc4)cc3o2)c1 (centres undefined)	.	.	.	.	0.9%	-0.3%	.	13%	-50%	.	-55%	-58%[20 µM]
CCOc1ccccc1NC(=O)/C=C/C(N)=O	-0.54	-0.28	-0.1	0.7	-9.7%	-0.2%	-19%	0%	-1%	-1%	17%	10%
Clc1ccc(-c2nnc(-c3ccccc3)o2)c(Cl)c1	-0.51	-0.47	-0.43	0.28	-4.4%	0.2%	0%	1%	-53%	-3%	-192%	-22%
O=C(Nc1ccccc1C(=O)O)c1ccc2c(c1)C(=O)N(c1cccc([N+](=O)[O-])c1)C2=O	.	.	.	.	-2.6%	0.0%	.	11%	-13%	.	-8%	-36%
O=C(NCCc1ccc(Cl)cc1)C1CCC(=O)N(C2CCCCCC2)C1 (centres undefined)	.	.	.	.	2.2%	-0.1%	.	3%	-17%	.	0%	18%
COc1ccc(-c2c(C(=O)O)nc3ccccc3c2C(=O)O)cc1	-0.68	-0.18	0.066	0.28	0.5%	-0.3%	-57%	8%	-1%	6%	7%	17%
CN1C(=O)/C(=C/c2ccc(OC(=O)c3ccco3)cc2)SC1=S	.	.	.	.	-2.9%	-0.1%	.	9%	-29%	.	19%	5%

Part of the list above, reformatted.
mol,Dynein cargo inh,Dynein cargo inh cytoplasmic EGFP,Dynein cargo inh nuclear GR-EGFP,Dynein cargo inh cell count,KOR beta-arrestin-1,GPR55 beta-arrestin,P. falciparum M17LAP,AID2073,NOD1 NF-kB reporter,M1AAP inhibition,HEK293 NOD2/NF-kB,KOR beta-arrestin-2
CN1C(=O)/C(=C/c2ccc(OC(=O)c3ccco3)cc2)SC1=S,.,.,.,.,-2.9%,-0.1%,.,9%,-29%,.,19%,5%
COc1ccc(-c2c(C(=O)O)nc3ccccc3c2C(=O)O)cc1,-0.68,-0.18,0.066,0.28,0.5%,-0.3%,-57%,8%,-1%,6%,7%,17%
CCOc1ccccc1NC(=O)/C=C/C(N)=O,-0.54,-0.28,-0.1,0.7,-9.7%,-0.2%,-19%,0%,-1%,-1%,17%,10%
COc1cccc(-c2nc3ccc(C(=O)NC(C)Cc4cccnc4)cc3o2)c1 (centres undefined),.,.,.,.,0.9%,-0.3%,.,13%,-50%,.,-55%,-58%[20 µM]
CSc1ncccc1C(=O)Nc1nc2ccc(Oc3ccccc3)cc2s1,1,-0.21,0.75,-1.5,0.2%,-0.3%,-2%,42%,1%,3%,14%,-13%

The listing continues:
SMILES	Dynein cargo inh	Dynein cargo inh cytoplasmic EGFP	Dynein cargo inh nuclear GR-EGFP	Dynein cargo inh cell count	KOR beta-arrestin-1	GPR55 beta-arrestin	P. falciparum M17LAP	AID2073	NOD1 NF-kB reporter	M1AAP inhibition	HEK293 NOD2/NF-kB	KOR beta-arrestin-2
N#C/C(=C/c1cccc(O)c1)C(=O)NCc1ccc(Cl)cc1	.	.	.	.	-0.9%	-0.1%	.	7%	-32%	.	-2%	-18%
O=C(Cc1cccs1)Nc1cccc(C(=O)Nc2ccc(C(=O)O)cc2)c1	-0.44	-0.36	-0.27	0.94	-3.7%	0.0%	-5%	4%	-22%	0%	6%	12%[20 µM]
Cc1ccccc1NC(=O)CC(C)S(=O)(=O)c1ccc2c(c1)NC(=O)CO2 (centres undefined)	.	.	.	.	10%	-0.4%	.	12%	31%	.	22%	-43%
COc1ccc2[nH]c(C(O)(Cc3cccnc3)Cc3cccnc3)cc2c1	0.26	-0.27	0.24	0.41	7.3%	-0.3%	5%	2%	-29%	-2%	14%	30%

The list is partial. The share of hits here may be higher or lower than overall.
